Tb MetRS inh – T. brucei MetRS inhibitors, primary screen, biochemical, luminescence; AID 624268, 2012; inhibition, % at 11.9 µM; purified T. brucei MetRS, ATP depletion, Kinase-Glo luminescence; actives 0.4% (n = 360,000); methionyl-tRNA synthetase (Trypanosoma brucei brucei);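 active = inhibition above a per-plate cutoff of the control wells' mean inhibition plus 3 SD, cut at about 5.5% in these data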;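 note: 0% = DMSO wells median and 100% = median of wells with control inhibitor compound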
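Test system – parasite MetRS enzyme · Reagent – substrates ATP, L-methionine and bulk Escherichia coli tRNA · Doses – 11.9 µM compound single dose, 0.9% DMSO · Times – 15 min enzyme-compound preincubation, 2 h reaction, 10 min detection, 25 °C · Signal – Kinase-Glo luminescence, ATP depletion format · Controls – DMSO-only wells as low control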
SKN-1 block – suppressors of acrylamide-induced Pgst-4::GFP reporter in worms, primary screen, SKN-1 inhibitor project, whole organism, uHTS, GFP/RFP fluorescence ratio, strain VP596. C. elegans VP596 Pgst-4::GFP/RFP ratio, 24 h. actives 0.49% (n = 360,000). inhibition, % at 21.8 µM;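 active = interference check ratio from 0.5 to 1.5 plus GFP to RFP signal ratio inhibition reaching or exceeding a fixed threshold, cut at about 30% in these data, passing the limit was not always enough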; note: some compounds called inactive have numbers as strong as hits
CendR NRP1 mod – modulators of CendR peptide binding to NRP-1, primary screen, biochemical, fluorescence polarization, uHTS; actives 0.85% (n = 360,000); inhibition, % at 25 µM; AID 602438, 2012; Neuropilin-1 (Homo sapiens), O14786; FAM-RPARPAR peptide binding to NRP-1;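 active = inhibition or corrected inhibition above about 18%, plus a signal ratio from 0.5 to 1.5, limit read from the data, passing the limit was not always enough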; note: strong numbers were not always called active
Target sequence (O14786 whole entry, looked up): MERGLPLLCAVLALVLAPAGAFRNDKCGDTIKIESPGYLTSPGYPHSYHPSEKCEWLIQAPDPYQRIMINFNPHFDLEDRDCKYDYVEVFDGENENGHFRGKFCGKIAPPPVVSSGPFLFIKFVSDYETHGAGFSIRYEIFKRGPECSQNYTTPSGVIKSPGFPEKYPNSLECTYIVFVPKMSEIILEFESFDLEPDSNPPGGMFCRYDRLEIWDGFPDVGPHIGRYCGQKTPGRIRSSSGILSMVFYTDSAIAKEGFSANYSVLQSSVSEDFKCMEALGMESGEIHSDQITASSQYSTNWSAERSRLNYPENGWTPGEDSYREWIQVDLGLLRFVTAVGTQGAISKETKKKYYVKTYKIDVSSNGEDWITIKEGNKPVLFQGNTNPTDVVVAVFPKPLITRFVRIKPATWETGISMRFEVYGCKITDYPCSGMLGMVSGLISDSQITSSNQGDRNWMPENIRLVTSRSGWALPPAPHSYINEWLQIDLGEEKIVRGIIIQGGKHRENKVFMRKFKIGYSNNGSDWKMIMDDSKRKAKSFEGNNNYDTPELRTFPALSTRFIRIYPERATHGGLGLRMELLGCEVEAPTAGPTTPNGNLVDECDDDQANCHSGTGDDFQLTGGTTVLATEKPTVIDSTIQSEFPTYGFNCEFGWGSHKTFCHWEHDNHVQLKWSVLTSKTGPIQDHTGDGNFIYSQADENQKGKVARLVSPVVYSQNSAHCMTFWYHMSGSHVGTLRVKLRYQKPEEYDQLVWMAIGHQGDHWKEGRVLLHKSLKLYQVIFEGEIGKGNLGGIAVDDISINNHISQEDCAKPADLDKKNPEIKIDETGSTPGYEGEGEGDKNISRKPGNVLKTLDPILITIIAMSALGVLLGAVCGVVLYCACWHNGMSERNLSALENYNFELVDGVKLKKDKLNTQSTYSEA
MT1-MMP act inh – blockers of MT1-MMP proenzyme processing, primary screen, HT1080 RFP-PRO-GFP cells, GFP/RFP fluorescence | Matrix metalloproteinase-14 (Homo sapiens), P50281 | GFP/RFP ratio fluorescence, overnight; percent of plate control window, DMSO zero | GFP/RFP ratio change, % at 20 µM | actives 0.061% (n = 360,000);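 active = GFP/RFP ratio change of at least 30% with cell ATP level not reduced by more than half and red fluorescence within 50% of control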; note: strong numbers were not always called active
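Read-out: GFP/RFP fluorescence ratio; Test system: RFP-PRO-GFP reporter HT1080 cells; Compound dosing: single-point 20 µM compound, 1% DMSO; Times: overnight compound exposure at 37 °C.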
FAS TE block – FAS thioesterase domain inhibitors, primary screen, biochemical, fluorescence intensity, uHTS; Fatty acid synthase (Homo sapiens), P49327; recombinant FAS-TE, OMFH fluorogenic substrate, fluorescence endpoint; inhibition, % at 15 µM; actives 0.67% (n = 360,000);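 active = compounds whose normalised, plate-corrected inhibition of enzyme fluorescence in the single-dose primary screen is 50% or more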;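 note: 0% = DMSO with enzyme and 100% = substrate without enzyme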
MsrA act – bovine MsrA enzyme activators, primary screen, biochemical, absorbance, HTS. actives 0.3% (n = 360,000). AID 602163, 2012. Methionine sulfoxide reductase A (Bos taurus). purified bovine MsrA, absorbance read-out. activation, % at 10.6 µM; in the data active = activation above about 7.5%;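 note: 0% = vehicle and 100% = reference activator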
E coli Lon inh – inhibitors of E. coli Lon protease, primary screen, biochemical, fluorescence polarization | P0A9M0 | actives 0.42% (n = 360,000) | inhibition, % at 7.94 µM | purified E. coli Lon protease; in the data active = inhibition above about 13%, passing the limit was not always enough;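 note: 0% = enzyme with probe and DMSO and 100% = no enzyme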
MsrA inhibitor – bovine MsrA enzyme inhibitors, primary screen, biochemical, absorbance, HTS; actives 0.75% (n = 360,000); inhibition, % at 15.5 µM; purified bovine MsrA, absorbance read-out; Methionine sulfoxide reductase A (Bos taurus); in the data active = inhibition above about 4.5%;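 note: 0% = vehicle wells with enzyme and 100% = reference inhibitor wells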
PABP1 MLLE inh – inhibitors of PABP1 MLLE–PAM2 peptide binding, primary screen, biochemical, fluorescence polarization, FITC-PAM2, GST-MLLE. Polyadenylate-binding protein 1 (Homo sapiens), P11940. inhibition, % at 20 µM. actives 0.36% (n = 360,000); in the data active = inhibition above about 35%, passing the limit was not always enough;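 note: plate controls were DMSO wells with GST-MLLE for no effect and wells lacking GST-MLLE protein for full effect; some results filed as inactive read as strong as hits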
An asterisk follows results filed as active; nt = not tested or not shown.

no.	mol	Tb MetRS inh	SKN-1 block	CendR NRP1 mod	MT1-MMP act inh	FAS TE block	MsrA act	E coli Lon inh	MsrA inhibitor	PABP1 MLLE inh
1	CCCn1c(SC/C(O)=C(\C#N)c2nc3ccccc3[nH]2)n[nH]c1=O	-0.2	9	-32	-6	-10	-5	-8	4.7*	-39
2	O=C(OCC(O)COC(=O)c1cccnc1)c1cccnc1	-1.1	-3	-3	1	-6	-10	8	-0.1	9
3	COc1ccc(NC(=O)CSc2nnc(C)n2C2CCCCC2)cc1	0.4	-5	1	2	-3	-4	1	-0.4	-18
4	O=C(Nc1nc(-c2ccco2)c(-c2ccco2)s1)C1CCC1	-0.6	3	-14	-5	8	-9	-12	0.6	-17
5	Cc1ccccc1S(=O)(=O)Cc1ccc(C(=O)NCc2ccco2)o1	0.1	6	-8	-1	-5	-3	-3	-1.2	-7
6	Cc1csc(NC(=O)c2cncc(Br)c2)n1	-0.1	-5	0	-2	-6	-5	0	1.9	-6
7	COc1ccc(NC(=O)c2cc(C3CCCCN3S(C)(=O)=O)on2)c(C)c1 (stereo not drawn)	-0.5	-5	-18	8	-6	-9	-1	-1.1	6
8	CCC(C)[C@H](NC(=O)Nc1ccc2c(c1)OCCO2)C(=O)OC (stereo partly drawn)	-0.2	-9	12	2	-4	-3	7	-1.6	5
9	CCC(=O)Nc1ccc2c(c1)nc(CCN1CCN(c3ccccn3)CC1)n2C	-1.4	-1	10	0	1	-10	3	-1.2	-6
10	Cc1ccc(N2CCCC2=O)cc1S(=O)(=O)N1CCOCC1	-0.4	-17	10	0	-6	-2	7	0.7	-5
11	O=C(COC(=O)COc1cccc(Br)c1)NCc1ccc2c(c1)OCO2	-0.2	2	-22	-1	-7	0	-13	0.1	-24
12	CCCCN=c1sc(C(=O)OC)cc(=O)n1CCCC	0.4	13	-6	-4	-7	-2	-8	-0.1	2
13	CC(/C=C/c1ccc2c(c1)OCO2)=N/NC(=O)c1cccnc1	0.8	4	-8	0	-8	-4	5	7.2*	1
14	CN(C)CCN1CCN(C2CN(Cc3ccc([N+](=O)[O-])cc3)S(=O)(=O)C2)CC1 (stereo not drawn)	0.4	-9	22*	3	-11	-4	1	0.1	-2
15	COc1ccc([C@@H]2C[C@H](c3ccccc3)Oc3cc(OC)c(OC)c(OC)c32)cc1	0.1	-2	22	-1	32	-4	-2	-0.5	-9
16	CCN(CC)S(=O)(=O)c1ccc(C(=O)NCC(=O)NCc2ccc3c(c2)OCO3)cc1	-0.1	16	-51	-8	-8	1	-33	0.1	-14
17	CN(C)CCCN1C(=O)c2cccc3c(Br)ccc(c23)C1=O	-0.3	-5	25*	-28	-6	0	31*	2.2	57*
18	CCc1ccc(S(=O)(=O)NC(=S)NC2CCCCC2)cc1	-1.6	8	14	-4	-2	-7	18	-1.1	43*
19	O=C(CSc1ccccc1)NCCc1ccccc1	1.3	-14	-11	1	-2	-4	5	1.2	3
20	COCC(=O)N/N=C(\C)CC(=O)NCc1ccco1	0.0	2	1	4	1	-4	-1	0.1	3
21	COc1ccc(-n2c(=O)c3c4c(sc3n(CC(N)=O)c2=O)CCCCC4)cc1	0.2	9	-9	1	-4	-3	7	0.0	-1
22	CN(C[C@H](Cc1ccccc1)N(C[C@H](Cc1ccccc1)N(CCC(C)(C)C)N=O)N=O)N=O	-0.4	1	-9	-7	21	-9	13	-0.3	-3
23	O=S(=O)(c1cccc(Cl)c1)N1CCSc2ccccc21	-0.4	-6	-8	0	15	-1	11	-1.2	17
24	CCc1ccc2nc(NC(=O)C3CCN(c4ncnc5sc(C)c(C)c45)CC3)sc2c1	-0.2	-2	-16	0	13	-2	-5	0.1	1
25	CC(=O)CCC(=O)N1CCCC(CNC(=O)c2ccc(-c3ccccc3)cc2)C1 (stereo not drawn)	0.9	1	-10	7	-3	-2	-6	-0.5	-2
26	Cc1ccc(NC2=C(Cl)C(=O)OC2OC(=O)c2ccco2)c(C)c1 (stereo not drawn)	-0.3	-16	2	3	44	-3	-5	-0.2	-5
27	O=C(Cn1c(=O)c2ccccc2n(CC(=O)N2CCCCC2)c1=O)N1CCCCC1	0.0	10	8	2	-4	4	-2	1.6	4
28	Cc1nn2c(c1-c1ccccc1)N=C(c1ccco1)CC2c1ccccc1 (stereo not drawn)	-0.7	1	-32	-31	2	-5	-11	0.7	-5
29	CCCN1C(=O)/C(=C/c2c(NCCCOC(C)C)nc3c(C)cccn3c2=O)SC1=S	-0.9	15	-172	-179	-118	-16	-92	nt	-102
30	Cc1cc2ncn(S(=O)(=O)N(C)C)c2cc1C	-0.8	-9	-7	9	-5	-6	-3	0.3	-9
31	CC(C)CNS(=O)(=O)c1ccc(CCC(=O)N2CCN(c3ccc(F)cc3)CC2)cc1	-0.6	3	18	-1	-2	-3	5	-0.5	-3
32	CNS(=O)(=O)c1ccc(CCC(=O)N2CCN(c3ccccc3OC)CC2)cc1	-0.6	5	-21	2	-3	0	-8	0.1	1
33	Cc1cn([C@H]2C[C@H](O)[C@@H](CNCc3cccc(OC4CCCC4)c3)O2)c(=O)[nH]c1=O	0.0	9	-7	-5	-10	-1	-1	-1.0	6
34	Cc1cccc(C)c1NC(=O)CN(C)C(=O)C1CCCCC1	-0.5	-1	-4	2	-5	-2	2	-0.7	1
35	CCOC(=O)c1c(NC(=S)NCc2ccccc2)sc2c1CCN(C(=O)OCC)C2	0.3	-5	2	7	6	-1	4	-0.1	-19
36	N#CCC(=O)N/N=C/c1ccc(Cl)cc1	-0.2	-14	-14	1	-5	1	0	1.1	-7
37	Cc1cccc(OCc2nnc(SCC(=O)O)n2-c2ccccc2)c1	-0.4	16	-4	-1	-7	1	-8	-0.1	-30
38	O=C(O)CSc1c(-c2cccs2)[nH]c2ccccc12	1.7	-3	2	2	-3	-3	3	0.7	6
39	COc1ccc(NC(=O)CSc2nncc3ccccc23)cc1	-0.7	-5	-2	7	2	-2	2	3.4	10
40	C[C@H]1CNC(=O)c2c(C(=O)N[C@@H](Cc3c[nH]c4ccccc34)C(=O)OC(C)(C)C)ncn21	-0.8	-7	1	0	-8	-8	-12	2.2	-11
41	CC1CCc2ccccc2N1C(N)=Nc1ccccc1 (stereo not drawn)	-0.1	3	-5	-2	-7	-2	7	3.4	-7
42	CCOC(=O)N1CCN(Cc2nc(CC3CC3)no2)CC1	-0.5	4	8	-6	2	-4	-3	1.3	4
43	Cc1csc(N(C(=O)c2cccc(S(=O)(=O)N3CCCC3)c2)c2ccccc2)n1	0.0	1	10	-3	5	15*	4	0.2	4
44	CCc1cc2c(N=Nc3c(O)[nH]c4ccccc34)ncnc2s1	-0.7	15	-82	-4	-10	-1	-5	-0.2	-54
45	CN(C(=O)CSc1nnc(-c2ccncc2)n1Cc1ccccc1)C1CCS(=O)(=O)C1 (stereo not drawn)	-0.9	6	4	-3	-6	-4	-3	nt	-16
46	COc1ccccc1NC(=S)NC(C)C(c1cccs1)N1CCOCC1 (stereo not drawn)	0.0	6	10	-1	0	-7	-5	0.6	1
47	CCS(=O)(=O)CCSc1nc(C)cc(C)c1C#N	-0.6	9	3	-3	-4	-1	-11	0.2	-6
48	COc1cc(OC)cc(-c2nc3ccccc3c(=O)n2NC(=O)c2cccnc2Cl)c1	-0.1	-11	-6	-2	-9	1	0	-0.9	-5
49	O=C(CC(=O)N/N=C/c1ccc(C(=O)O)cc1)NCCc1ccccc1	0.4	-3	5	2	-2	-3	-2	-1.4	-2
50	Cc1[nH]c2ccccc2c1C(C#N)(C#N)C1C(=O)c2ccccc2C1=O	0.1	7	-132	-1	18	-1	6	47*	27
51	Cc1ccc(C)n1-c1ccc(C(=O)N2CCOCC2)cc1	-0.5	-3	-13	-10	-8	-4	2	2.1	14
52	O=C1c2cccc([N+](=O)[O-])c2C(=O)N1CCO	-0.2	-5	2	0	-6	-1	-9	1.0	4
53	CN(C(=O)CSCC(=O)Nc1ccc(Cl)cc1)C1CCCCC1	0.2	37*	-5	5	4	-1	-2	-0.6	7
54	CCOC(=O)c1cc2c(ccn2C)n1CC(=O)N1CCN(c2ccccc2)CC1	-0.9	8	-9	-2	6	-2	11	1.5	24
55	CCC(C(=O)NC1CCCCC1)n1c(SCc2ccccc2F)nc2ccncc21 (stereo not drawn)	0.0	0	13	3	-3	-1	-4	-0.8	-18
56	COc1ccc(NC(=O)CNC(=O)Cn2cnc3sc4c(c3c2=O)CCCC4)cc1OC	0.1	13	1	2	2	1	3	-1.4	14
57	O=C(CN1C(=O)COc2ccccc21)NCCC1=CCCCC1	-0.2	7	12	6	0	-1	-5	-0.2	-3
58	O=c1[nH]c2c(Br)cnc([N+](=O)[O-])c2[nH]1	-0.2	-2	0	3	-4	-4	-13	2.4	-6
59	N#Cc1cccc(S(=O)(=O)NCC(=O)NCCCc2ccccc2)c1	-0.2	0	2	-2	0	-4	-12	-1.6	-14
60	O=C(NCC(F)(F)F)c1ccc2sc([C@@H]3O[C@H](CO)[C@H](O)[C@H](O)[C@H]3O)nc2c1	-0.2	14	10	-8	-11	-9	0	-0.1	7

(cont.)
no.	mol	Tb MetRS inh	SKN-1 block	CendR NRP1 mod	MT1-MMP act inh	FAS TE block	MsrA act	E coli Lon inh	MsrA inhibitor	PABP1 MLLE inh
61	O=C(COC(=O)CCC(=O)c1cccs1)Nc1cc(S(=O)(=O)N2CCOCC2)ccc1Cl	-0.6	-2	4	6	1	-1	-1	0.3	-4
62	CCN(CC)CCn1c(NC(=O)c2ccccc2O)nc2ccccc21	-0.4	-25	-16	3	-2	-6	5	0.7	-9
63	Cc1cccc(C(=O)NC2CCN(S(=O)(=O)c3ccccc3F)CC2)c1	0.0	1	9	-1	3	-3	-5	0.1	-9
64	CCN(CC)C(=O)COc1coc(CN2CCN(c3ccccc3)CC2)cc1=O	-0.9	-4	1	-1	-5	-7	-8	-0.6	-18
65	COc1cc(/C=C(\C#N)c2nc3ccc(C)cc3[nH]2)c([N+](=O)[O-])cc1OC	5.3	17	-5	-2	2	-10	-10	3.4	-30
66	CCCCNC(=O)CCc1c(C)nc2c(c(C)nn2-c2ccccc2)c1C	-1.0	-4	-1	0	-1	-7	2	-0.9	7
67	CCC1CN(C(=O)NCc2cccc(OC)c2)c2ccccc2O1 (stereo not drawn)	-0.6	14	-1	-6	5	-1	4	0.5	15

Given screen by screen: entries from further up.
65: COc1cc(/C=C(\C#N)c2nc3ccc(C)cc3[nH]2)c([N+](=O)[O-])cc1OC
66: CCCCNC(=O)CCc1c(C)nc2c(c(C)nn2-c2ccccc2)c1C
screen / no.	65	66
Tb MetRS inh	5.3	-1.0
SKN-1 block	17	-4
CendR NRP1 mod	-5	-1
MT1-MMP act inh	-2	0
FAS TE block	2	-1
MsrA act	-10	-7
E coli Lon inh	-10	2
MsrA inhibitor	3.4	-0.9
PABP1 MLLE inh	-30	7

Screening results from PubChem.
